BoNT A protease: inhibitors of Botulinum neurotoxin A light chain protease; hit rate 0.17% among 360,000; inhibition, % at 10 µM; multiplex microsphere protease substrate cleavage, flow cytometry; AID 588499; also: plate controls were buffer without enzyme for full effect and enzyme alone for no effect
BoNT F protease: blocks Botulinum neurotoxin F light chain protease; AID 588497; inhibition, % at 10 µM; Multiplex microsphere protease cleavage assay, flow cytometry; hit rate 0.22% among 360,000; in the data active = inhibition above about 35%, passing the limit was not always enough; inconclusive = no clear call, values can overlap the other calls; also: plate controls were buffer without enzyme for full effect and enzyme alone for no effect
PrPC surface inh: reduces human prion protein on the cell surface | cell surface PrPC, TR-FRET read-out | inhibition, % at 13.8 µM | hit rate 0.43% among 370,000; in the data active = inhibition above about 24%; also: 0% = median of the test wells and 100% = reference compound wells
Y pestis TopoI: inhibitors of Yersinia pestis topoisomerase I; Y. pestis Topo-I cleavage product accumulation, plate reader; activity, % at 10 µM; hit rate 0.064% among 360,000; in the data active = activity above about 50%, passing the limit was not always enough; inconclusive = no clear call, values can overlap the other calls; also: inactives centre near 2
TcdB GH inh: blocks C. difficile toxin B glycohydrolase activity; P18177; TcdB glycohydrolase enzymatic assay, plate reader; inhibition, % at 9.99 µM; hit rate 0.24% among 350,000; AID 652162; in the data active = inhibition above about 10%
FadD28 binding: blocks FadD28 binding to the bisubstrate probe; inhibition, % at 12.5 µM; hit rate 0.22% among 360,000; fluorescence polarization; AID 588549; in the data active = inhibition above about 8.5%, passing the limit was not always enough; inconclusive = no clear call, values can overlap the other calls
Anthrax LF inh2: blocks Bacillus anthracis lethal factor protease | hit rate 0.12% among 360,000 | P15917 | multiplex microsphere protease cleavage assay, LF | inhibition, % at 10 µM; also: plate controls were buffer without enzyme for full effect and enzyme alone for no effect
CCHF vOTU inh: blocks the CCHF virus ovarian tumor domain protease | AID 651958 | CCHFV vOTU protease, Pep-AMC fluorescence | hit rate 0.55% among 370,000 | inhibition, % at 11.5 µM; in the data active = inhibition above about 30%; also: 0% = vehicle wells with enzyme and 100% = no enzyme wells
PfHsp40 yeast: restores yeast growth despite PfHsp40 toxicity; growth rescue, % at 12.5 µM; hit rate 0.68% among 340,000; S. cerevisiae expressing PfHsp40, growth rescue, ATP luminescence; in the data active = growth rescue above about 28%, passing the limit was not always enough; inconclusive = no clear call, values can overlap the other calls;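 also: yeast W303a lacking pdr1 and pdr3 grown in galactose medium; growth measured after three days at 30 °C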
* = called active by the depositor; u = inconclusive; x = not tested or not shown; & = joins results of further samples. Rule as the data show it, unless noted: active = inhibition above about 30%; inconclusive = no clear call, values can overlap the other calls; inactive = below that.

molecule,BoNT A protease,BoNT F protease,PrPC surface inh,Y pestis TopoI,TcdB GH inh,FadD28 binding,Anthrax LF inh2,CCHF vOTU inh,PfHsp40 yeast
O=c1c(OCc2ccccc2)cccn1Cc1ccccc1,-0.2,1,5,-3,1.7,-3.3,3,1,x
CCOC(=O)CNC(=O)c1ccc(C#CC2(O)CCCCC2)cc1,0.5,-5,5,-6,1.8,-0.3,0,-14,0.0
CC(C(=O)N1CCCCC1)n1sc2ccccc2c1=O (stereo not given),0.7,-4,4,2,x,-1.3,1,7,-1.2
COc1cccc(Oc2c(C)oc3c(CN4CCCCC4)c(O)ccc3c2=O)c1,-0.5,-4,12,5,-0.2,-0.4,-3,-305,-0.3
CSCC(=O)NCC1(N(C)Cc2ccccc2)Cc2ccccc2C1,2.0,1,6,24,0.0,1.0,-8,-4,-0.2
CCCCNC(=S)NNc1c(Cl)cc(Cl)cc1Cl,-0.8,-5,6,11,0.7,-0.8,-6,3,-0.3
Cc1ccsc1C(=O)Nc1nccs1,-2.6,-5,4,-8,-0.6,-0.2,-2,13,-1.1
O=c1[nH]c(C2CCN(S(=O)(=O)c3ccc4c(c3)OCCO4)CC2)nc2c1nnn2Cc1ccc(F)cc1,1.8,3,-1,26,2.5,-2.3,10,12,0.7
COCCCNC(=O)CN1C(=O)c2ccccc2C1=O,-0.5,-8,2,17,x,0.0,2,1,-2.7
N#Cc1c(-n2cccc2/C=N/O)sc2c1CCCC2,-0.1,-1,-9,9,x,-0.3,-2,4,-1.2
O=C(CSc1ncccc1-c1nc2ccccc2[nH]1)NC1CC1,7.2,22,-2,0,x,-7.5,4,-27,0.2
COCOCCn1cc(CN2CCS(=O)(=O)N(Cc3ccc(-c4ccccc4)cc3)C(C(C)C)C2=O)nn1 (stereo not given),0.0,5,1,34,2.9,-3.2,-6,6,x
Cc1cc(O)c(NC(=O)c2cccc([N+](=O)[O-])c2)cc1C,0.0,-7,-8,-1,0.2,-0.8,-3,-4,-0.7
O=C(O)CC/C(=N/Nc1ccc([N+](=O)[O-])cc1)C(=O)O,-1.1,3,10,5,-0.4,-0.7,-8,-2,135*
CCOC(=O)C1(CCCc2ccccc2)CCN(C(=O)C(C)n2cncn2)CC1 (stereo not given),-0.3,2,13,7,-10,-0.6,1,-2,9.0
O=C(CSc1nc(-c2ccccc2)cs1)NC(=O)NCc1ccco1,-1.7,-4,-8,-7,x,-0.4,-5,-4,0.6
COc1cccc(OC)c1C(=O)Nc1ccc(N2CCN(S(C)(=O)=O)CC2)cc1,0.9,-3,-4,-1,x,0.0,-7,4,0.8
N=c1c2c(-c3ccccc3)c(-c3ccccc3)oc2ncn1Cc1ccco1,-0.6,4,8,31,x,-12,-2,1,4.8
COc1cccc(NC(=O)CNC(=O)c2ccc(F)cc2)c1,-0.1,3,6,-3,x,-1.4,1,-9,-0.2
CSCC[C@H](NC(=O)c1cccc(S(=O)(=O)N2CCN(C)CC2)c1)c1nc2ccccc2[nH]1,-1.5,1,-8,-4,-0.8,-1.4,-14,3,-0.8
CN1CCOC(=O)/C1=N/Nc1cc(Cl)ccc1Cl,-0.7,1,13,2,-3.5,0.2,0,19,0.6
CN(Cc1ccc(-n2cccn2)cc1)Cc1nc(-c2cnccn2)no1,0.9,4,-21,8,-1.7,-1.4,3,-13,0.0
COc1ccc(C(=O)Nc2ccc(NC(=O)c3cccs3)cn2)cc1,0.4,6,-4,19,-0.9,-2.0,-5,12,-1.2
CC1(C)CC(=O)C2=C(C1)OC(N)=C(C#N)C21C(=O)N2CCCc3cccc1c32 (stereo not given),0.9,1,-7,7,x,-1.4,-5,1,0.4
O=C(Nc1ccncc1)Nc1ccc(F)cc1,0.7,-6,6,-4,-0.2,2.0,0,1,-1.2
CC(C)Cc1nc(SCC(=O)N2CCCCC2)c2c(=O)n(C)c(=O)n(C)c2n1,1.0,-1,2,-1,0.6,-1.3,0,-1,0.8
CCCc1nc2c(sc3nc4c(cc32)COC(C)(C)C4)c(=O)o1,0.1,-4,2,1,0.0,-3.4,-8,3,-0.9
CCC(C)c1ccc(S(=O)(=O)N2CCN(C(=O)c3ccc(Cl)c(S(=O)(=O)N4CCOCC4)c3)CC2)cc1 (stereo not given),-4.8,-5,-1,10,0.4,-3.6,1,16,1.7
Cc1ccc(C(=O)CSc2nc(O)cc(=O)[nH]2)cc1C,-7.5,u,-5,1,0.7,2.9,0,9,2.1
Cc1ccc(Cn2c(SCC(=O)N/N=C/c3ccccc3OCC(=O)O)nc3ccccc32)cc1,0.5,0,7,6,0.7,-5.4,-2,13,-1.0
Cc1cc(C)c2c(=O)[nH]c(SCC(=O)N3CCCCC3)nc2n1,2.0,7,-1,7,x,-1.7,-2,0,1.5
CSc1nc2ccccc2c(=O)n1N,-0.7,-5,3,3,x,0.7,-3,-11,-0.6
CCCN(CCC)S(=O)(=O)c1ccc(Cl)c([N+](=O)[O-])c1,-1.8,-2,-12,-3,1.3,-1.5,0,3,0.8
O=C(Nc1ccc(N2CCOCC2)c(Cl)c1)c1ccc(S(=O)(=O)N2CCOCC2)cc1,-5.1,-11,5,4,-0.8,-1.1,-4,-1,-1.0
COC(=O)C(N)Cc1ccc(O)cc1 (stereo not given),-0.3,-8,2,-2,x,0.4,-2,22,-0.1
CNC(=O)c1c(NC(=O)CCS(=O)(=O)c2ccccc2)sc(C)c1C,12,17,-2,-5,1.9,-3.0,2,0,-0.6
C/C(=N/NC(=O)CNC(=O)c1ccccc1F)c1ccc2c(c1)CCCC2,-1.1,-6,-6,0,1.7,-2.9,-4,-5,-0.1
CC(=O)c1cnc(-c2ccccc2)s1,-0.4,-5,12,-2,1.2,-2.8,-2,11,-0.3
CCOC(=O)c1ccc(NC(c2ccc(N(C)C)cc2)P(=O)(OC(C)C)OC(C)C)cc1 (stereo not given),-0.7,0,4,16,0.1,-0.2,-2,-8,-0.8
O=C(c1cc(-c2cccc(Cl)c2)on1)N1CCN(c2ccc(F)cc2)CC1,-2.4,28,3,3,0.9,-2.2,21,12,-1.1
COc1cc2c(cc1OC)C13CCN4CC5CCOC6CC(=O)N2C1C6C5CC43 (stereo not given),0.2,1,-3,-2,1.0,-2.1,-4,7,-1.1
CCO[C@@H]1OC(C(=O)N2CCCCCCC2)=C[C@H](C2CCCCC2)[C@H]1CCCO,-0.2,0,1,35,2.4,-1.4,-7,6,1.4
Nc1ccccc1C(=O)N/N=C1/C2CN3CCN(C2)CC1(Cc1ccccc1)C3,-0.2,-7,-8,-10,0.6,-3.6,-4,2,-0.7
CN(c1ccccc1)c1ncccn1,x,x,9,-13,0.2,-0.2,x,15,x
COc1ccc(S(=O)(=O)N2CCC(=O)N2)cc1,1.0,26,-2,-9,x,-2.6,-7,15,-0.7
N#CC1=C(N)NC(=S)C(C(N)=O)C1c1ccc(Cl)cc1Cl (stereo not given),1.0,-2,0,0,-20,0.2,-4,-3,15
O=C(NCCCNC(=O)c1ccccn1)c1cccc(F)c1,-1.1,-4,-5,7,0.9,0.8,-1,5,0.5
COc1ccc(CN2CN(C(C)C)CSC2=S)cc1,-3.9,-7,9,-8,x,-3.3,0,14,1.7
O=C(O)c1cc(S(=O)(=O)NC(CO)C(O)c2ccc([N+](=O)[O-])cc2)ccc1Br (stereo not given),-1.5,u,0,3,-0.5,-3.2,7,-16,-0.3
CCOc1ccc(Oc2ccc(S(=O)(=O)N3CCOCC3)cc2NC(=O)C2=COCCO2)cc1,-24,-38,3,62*,2.5,-0.5,u,-3,0.4

Carrying on.
molecule,BoNT A protease,BoNT F protease,PrPC surface inh,Y pestis TopoI,TcdB GH inh,FadD28 binding,Anthrax LF inh2,CCHF vOTU inh,PfHsp40 yeast
Cc1cccc(OCC(=O)N2CCN(C(=O)c3cccs3)CC2)c1,0.3,-1,3,3,0.6,1.5,-4,-7,-0.1
N#Cc1ccccc1CSc1nc2ccc(NC(=O)c3ccccc3C(=O)O)cc2s1,-1.5,-2,-4,17,2.0,-3.4,2,4,3.7
O=C1CSC(=S)N1/N=C/c1cccnc1,6.8,u,-3,-5,-2.9,-1.1,-6,-42,0.5
CCNc1nc(Oc2ccc(=O)[nH]n2)nc(N2CCOCC2)n1,x,x,-4,-1,x,0.6,x,-6,-2.4
Cc1ccc(CN(Cc2cc3cc(C)ccc3[nH]c2=O)C(=O)N2CCOCC2)cc1,-0.3,4,7,2,x,-1.7,-6,0,-0.9
O=C(CSc1nc(-c2ccc(F)cc2)cc(C(F)(F)F)n1)Nc1ccc2c(c1)OCO2,-0.5,2,-5,8,x,-1.8,0,8,-0.6
O=C(CN1CCOc2ccccc21)NCc1ccc(Cl)cc1,-0.1,5,-7,4,0.9,-1.4,2,3,0.8
Cc1occc1-c1nnc(SCC(=O)c2ccc(Cl)cc2)n1C,0.5,13,-5,15,x,-1.8,6,-4,0.2
CCOC(=O)C1CCN(C(=O)CCN2C(=O)C3C4C=CC(C4)C3C2=O)CC1 (stereo not given),0.3,4,-5,-6,x,0.3,4,5,-1.8
Cc1c(NC(=O)/C(=C/c2cccs2)NC(=O)c2ccccc2)c(=O)n(-c2ccccc2)n1C,0.5,-2,10,-4,0.1,0.7,3,-2,-0.3
CN(C)c1ccc(NC(=O)CC2NCCNC2=O)cc1 (stereo not given),u,2,-4,4,x,0.8,-7,-6,0.1
COC(=O)c1ccccc1NC(=O)CN1C(=O)NC2(CCCCCCC2)C1=O,-0.2,4,5,3,0.7,-1.1,-3,7,0.0
Cc1ccc(C(=O)C(OC(=O)CN2C(=O)c3ccccc3C2=O)c2ccccc2)cc1 (stereo not given),-0.4,-5,2,-1,x,-0.8,2,3,0.1
Cc1ccccc1-n1c(SC(C)C(=O)N2CCN(C)CC2)nc2ccccc2c1=O (stereo not given),-0.8,-7,x,-3,0.4,0.6,-2,x,-0.5
CC(C)[C@H](NC(N)=O)C(=O)Nc1cccc([N+](=O)[O-])c1,0.6,5,8,-4,1.7,-0.2,10,13,0.5
CCc1ccc(N2CC(C(=O)OCc3csc(CC(=O)Nc4ccccc4C)n3)CC2=O)cc1 (stereo not given),x,x,-4,23,0.7,1.5,x,-17,-0.8
CCCc1nc2c(C)cc(Br)cn2c1Cc1ccccc1,0.3,-14,-3,x,-2.5,-4.5,-8,15,x
C[C@H]1CN([C@@H](C)CO)C(=O)c2cccc(NC(=O)Nc3ccc(C(F)(F)F)cc3)c2O[C@@H]1CN(C)C(=O)Nc1ccc(F)cc1,-0.7,-1,-5,8,0.0&0.7,-6.4,-2,4,-0.8
CC1CCCCC1NC(=O)COC(=O)c1ccc2c(c1)NC(=O)CS2 (stereo not given),1.0,-5,-4,2,0.9,-0.5,-2,2,1.2
O=C(CN(C1CC1)S(=O)(=O)c1ccc(S(=O)(=O)NC2CCCCC2)cc1)Nc1ccccc1,-0.2,-7,9,-1,x,-2.2,-1,5,16
Cc1ccsc1CNc1ncnc2ccc(-c3c(C)noc3C)cc12,-1.3,-3,12,9,0.6,-3.5,-14,5,0.8
O=C1C=C(N2CCOCC2)C2(CCCCC2)O1,-1.0,-1,1,7,3.0,-3.3,-6,8,-1.1

Full records as entered above.
Shown for CCCc1nc2c(C)cc(Br)cn2c1Cc1ccccc1 : BoNT A protease: 0.3; BoNT F protease: -14; PrPC surface inh: -3; Y pestis TopoI: x; TcdB GH inh: -2.5; FadD28 binding: -4.5; Anthrax LF inh2: -8; CCHF vOTU inh: 15; PfHsp40 yeast: x
Shown for Cc1ccc(C(=O)C(OC(=O)CN2C(=O)c3ccccc3C2=O)c2ccccc2)cc1 (stereo not given) : BoNT A protease: -0.4; BoNT F protease: -5; PrPC surface inh: 2; Y pestis TopoI: -1; TcdB GH inh: x; FadD28 binding: -0.8; Anthrax LF inh2: 2; CCHF vOTU inh: 3; PfHsp40 yeast: 0.1

Assay outcomes from PubChem BioAssay.
